Screening data as filed in PubChem.
GLP-1R inv ag: acts as inverse agonist at human GLP-1 receptor. HEK293 GLP-1R CRE-luciferase, luminescence, 24 h; GLP-1R form is constitutively active. AID 624417. Potency, µM (doses to about 38.3 µM), for the others: at the highest dose activity change, negative = inhibition, hits mostly inhibitors. P43220. 410,000 tested, 1.6% active; further: potency means the concentration at half of the fitted maximal effect; on the % scale 0 is the no-effect control and ±100 the full control effect; nearly all actives have a fitted effect of over 55% in size
Target sequence (P43220 whole entry, looked up): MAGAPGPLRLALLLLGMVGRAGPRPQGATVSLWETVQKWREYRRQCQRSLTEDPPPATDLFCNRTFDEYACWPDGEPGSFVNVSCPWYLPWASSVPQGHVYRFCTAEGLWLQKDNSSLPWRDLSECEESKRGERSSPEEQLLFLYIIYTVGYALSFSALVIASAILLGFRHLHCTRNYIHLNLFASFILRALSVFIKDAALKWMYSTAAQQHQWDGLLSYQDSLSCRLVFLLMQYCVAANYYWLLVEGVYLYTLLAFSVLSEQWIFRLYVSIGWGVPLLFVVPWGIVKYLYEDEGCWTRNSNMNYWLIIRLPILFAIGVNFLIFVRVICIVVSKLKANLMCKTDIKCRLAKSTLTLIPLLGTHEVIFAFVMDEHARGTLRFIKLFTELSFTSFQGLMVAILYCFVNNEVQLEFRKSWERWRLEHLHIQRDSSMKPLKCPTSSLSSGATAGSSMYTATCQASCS
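HEK293 cells stably co-expressing constitutively active GLP-1R and a cAMP-responsive luciferase reporter were seeded in DMEM with 10% Nu serum, given compounds after 12 h, and incubated 24 h at 37 deg C. Luminescence was then read.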
KB-V1 cytotox: KB-V1 MDR subline cytotoxicity; KB-V1 MDR cells viability, CellTiter-Glo, 72 h; Potency, µM (top dose mostly 46.1 µM), without a hit: at the highest dose activity change, negative = cytotoxicity, hits mostly cytotoxic; 400,000 tested, 3.4% active; further: potency means the concentration at half of the fitted maximal effect; on the % scale 0 is the no-effect control and ±100 the full control effect; nearly all actives have a fitted effect of over 60% in size
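Luminescent ATP read-out (CellTiter-Glo, 10 min) measures survival of drug-selected KB-V1 MDR cells after 72 h, 37 degrees C compound exposure. Medium: phenol-red-free DMEM, 10% FBS. Values from fitted concentration-response curves.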
aSyn rescue: inhibitors of alpha-synuclein toxicity in yeast | Yeast expressing alpha-synuclein, growth rescue, BacTiter-Glo, 24 h | Potency, µM (series often up to 46.1 µM), for the others: at the highest dose growth rescue (activation), actives largely listed as activators | 370,000 tested, 0.14% active; further: potency means the concentration at half of the fitted maximal effect; % of control where 0% means no effect; nearly all actives have a fitted effect of over 65% in size
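Screening used galactose-induced yeast with toxic alpha-synuclein levels, exposed to compound for 24 hr at 30 deg C. Cell growth, read with BacTiter-Glo luminescence, gave the measured signal.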
PTHR1 ag: agonists of human PTHR1 parathyroid hormone receptor; AID 743266; 410,000 tested, 0.075% active; HEK293 GP2 PTHR1 cells, GloSensor cAMP luminescence, 1 h; Potency, µM (titrated, usually from 115 µM), for the others: at the top dose activation, most hits filed as activators; Q03431; further: potency means the concentration at half of the fitted maximal effect; nearly all actives have a fitted effect of over 55% in size; some results filed as inactive show a strong effect at the top dose; inactives centre near -15; many of its hits are not listed in these tables
Target sequence (Q03431 whole entry, looked up): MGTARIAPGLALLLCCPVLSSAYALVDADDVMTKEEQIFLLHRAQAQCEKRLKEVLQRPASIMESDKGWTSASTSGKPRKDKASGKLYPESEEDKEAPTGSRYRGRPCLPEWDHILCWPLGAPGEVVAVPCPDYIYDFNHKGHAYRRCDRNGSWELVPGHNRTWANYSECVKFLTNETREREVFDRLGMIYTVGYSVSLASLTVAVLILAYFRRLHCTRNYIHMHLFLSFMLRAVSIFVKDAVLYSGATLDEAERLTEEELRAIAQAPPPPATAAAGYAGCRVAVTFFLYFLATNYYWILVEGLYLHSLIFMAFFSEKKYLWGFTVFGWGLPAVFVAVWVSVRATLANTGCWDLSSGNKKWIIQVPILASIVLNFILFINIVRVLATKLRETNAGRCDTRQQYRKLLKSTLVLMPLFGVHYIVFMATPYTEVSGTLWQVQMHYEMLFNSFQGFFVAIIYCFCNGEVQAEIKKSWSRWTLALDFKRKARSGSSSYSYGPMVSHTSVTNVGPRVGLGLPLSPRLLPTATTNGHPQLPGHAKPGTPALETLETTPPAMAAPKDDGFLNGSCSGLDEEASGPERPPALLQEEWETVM
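HEK-293-derived GP2 cells expressing PTHR1 and a GloSensor cAMP reporter, 3,000/well, plated overnight, given luciferin plus IBMX (each 0.5 mM as added) for 1 h at 37 °C, then compound for 1 h at 37 °C. Luminescence was read after 15 min at room temperature.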
DRD3 agonist: agonists of human D3 dopamine receptor | P35462 | D3R DiscoveRx beta-arrestin cells, luminescence, 90 min | max activation, % | 410,000 tested, 0.58% active | AID 652048; in the data active means max activation above about 30%; further: 0% is about no effect; mostly tested at two doses, the higher about 12 µM
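Agonist mode: compounds and dopamine controls were applied to plated cells for 90 min at 37 degrees C after an overnight attachment at 1500 cells/well. Luminescent read-out followed 30 - 60 minutes at room temperature with DiscoveRx detection reagent.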
D3 antag: D3 dopamine receptor (human) antagonism | P35462 | D3R cells, DiscoveRx beta-arrestin luminescence, antagonist mode; active compounds read low | max response, negative = inhibition, % | 360,000 tested, 2.5% active; in the data active means max response below about -50%; inconclusive means no clear call, values can overlap the other calls; further: on the % scale 0 is the no-effect control and ±100 the full control effect; mostly tested at two doses, the higher about 12 µM
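Cells plated overnight at 1500 cells/well, then exposed to library compounds with dopamine controls for 90 minutes at 37 degrees C. DiscoveRx reagent added for 30–60 minutes at room temperature; luminescence read, quantitative HTS format.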
GLP-1R agonist: agonists of human GLP-1 receptor | P43220 | Potency, µM (top dose mostly 45.6 µM), without a hit: at the top dose activation, most hits filed as activators | HEK293 GLP-1R CRE-luciferase, luminescence, 4-6 h; cells express a hypersensitive GLP-1R form | AID 624172 | 380,000 tested, 0.007% active; further: potency means the concentration at half of the fitted maximal effect; % of control where 0% means no effect
GLP1R cytotox: cytotoxic in the GLP-1 receptor inverse agonist counter-screen | HEK293 cAMP-luciferase reporter cells, luminescence, 24 h | Potency, µM (highest dose often 38.3 µM), for the others: top-dose activity change, negative = inhibition, hits mostly inhibitors | 410,000 tested, 0.13% active | AID 624418;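 further: loss of luciferase light is scored as toxicity; potency means the concentration at half of the fitted maximal effect; on the % scale 0 is the no-effect control and ±100 the full control effect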
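1536-well qHTS counterscreen of the MLSMR; 200 cells/uL, 12 h pre-incubation, 23 nL cpd, 24 h at 37 deg C 5% CO2, luciferase detection reagent, 12 min RT, luminescence. Inhibition = undesired.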
TDP43 rescue: rescues yeast growth from TDP-43 toxicity | 410,000 tested, 1.8% active | Potency, µM (highest dose often 46.1 µM), for inactives: top-dose growth rescue (activation), usual class: activators | TDP-43 expressing yeast growth rescue, BacTiter-Glo, 24 h; further: potency means the concentration at half of the fitted maximal effect; % of control where 0% means no effect; nearly all actives have a fitted effect of over 50% in size
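Cell-based yeast growth screen: TDP-43 expression induced in galactose, inoculum OD600=0.02 after raffinose pregrowth to mid-log. Read-out BacTiter-Glo luminescence at 24 hr, 30 deg C; inhibition of toxicity seen as signal increase.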
* marks the source's active call; other numbers are inactive results; i = inactive; ? = inconclusive; nt = not tested or not shown; & = joins results of further samples; [ ] = another dose, or the depositor's remark. Unless noted, the call rests on the fitted dose curve; in most records, active means well fitted curve in the direction sought with a large enough effect; inconclusive means small, poorly fitted or top-dose-only effect, or another doubt; inactive means no such curve, though single readings can be large; an effect the other way counts as inactive or inconclusive.

The line under a structure holds: GLP-1R inv ag | KB-V1 cytotox | aSyn rescue | PTHR1 ag | DRD3 agonist | D3 antag | GLP-1R agonist | GLP1R cytotox | TDP43 rescue
1: COc1cccc(OC)c1OCCCc1c(C)n[nH]c1C
→ 4% | 18µM* | 9% | i | -2 | -15 | 1% | 0% | 12%
2: O=C(CCNS(=O)(=O)c1c(Cl)cccc1Cl)OCC(=O)c1ccccc1
→ 29% | -2% | 0% | i | -5 | -1 | 3% | -4% | -4%
3: O=C(NCc1ccccn1)c1cccc(S(=O)(=O)Nc2ccc(F)cc2)c1
→ -1% | 17% | 2% | -32%[inhibitor] | 4 | 5 | -8% | 6% | 20%
4: Cc1cccc(C)c1N1CCc2cn[nH]c21
→ ? | 17% | 5% | i | 1 | -17 | 3% | -14% | 10%
5: CCc1ccc(C2C(C#N)=C(N)SC(N)=C2C#N)cc1
→ 0% | 0% | -2% | -38%[inhibitor] | -8 | -16 | -1% | -20% | -20%
6: CC(O)CNCCCOc1ccccc1OCc1ccccc1 (stereo not given)
→ ? | ? | 3% | i | -17 | -28 | -3% | 0% | 0%[9.22 µM]
7: CCc1ccc(CN(C)CC(=O)Nc2ccc(S(=O)(=O)N3CCOCC3)cc2)cc1
→ -21% | 0% | -1% | -23% | -3 | 7 | 10% | 0% | 6%
8: Cc1ccccc1-n1c(SCC(=O)Nc2c(C)cccc2C)nc(O)cc1=O
→ 19% | -1% | -1% | i | 4 | 15 | 1% | 8% | 4%
9: CCOc1cc(/C=N/Nc2nc(Nc3ccccc3)nc(N3CCCCC3)n2)ccc1OCC(=O)O
→ 22% | -1% | -8% | i | -13 | -14 | 10% | ? | -4%[0.397 µM]
10: COCCNC(=O)c1ccc2c(c1)ncn2-c1ccc(C)c(Cl)c1
→ 11% | ? | nt | i | -1 | -1 | ? | -21% | nt
11: O=C(O)c1cc2cc(Cl)cc(Cl)c2oc1=O
→ -2% | ? | 7% | i | -8 | ? | -40%[inhibitor] | 259%[activator] | -10%
12: CCN(CC)CCNC(=O)CNC(=O)c1nn(-c2ccc(OC)cc2OC)c(=O)c2ccccc12
→ -16% | 5% | -1% | i | 1 | 0 | -7% | 2% | 4%
13: COC(=O)c1ccc(CSc2nc3ccccc3c(=O)n2C)o1
→ 17% | -8% | 6% | ? | 7 | -1 | 27% | 7% | -3%
14: CCN(CC)c1ccc(/C=N/NS(=O)(=O)c2ccc(C)c([N+](=O)[O-])c2)cc1
→ -27% | -6% | -3% | -2% | 27 | -12 | 2% | -1% | 18%
15: Cc1cccc(-n2cc(-c3ccccc3)[nH]c2=S)c1
→ ? | -11% | 0% | -2% | 11 | 7 | 11% | -1% | 19%
16: CC(=O)Nc1ccccc1-c1nc2ccccc2n(C(C)C(=O)Nc2ccccc2C(F)(F)F)c1=O (stereo not given)
→ -13% | -10% | nt | -24% | -12 | nt | nt | -4% | -2%
17: CCOC(=O)C1=C(C)NC(C)=C(C(=O)OCC)C1C(=O)O
→ 0% | 29% | 3% | i | 7 | 13 | 1% | -9% | 18%
18: CNc1ccc([N+](=O)[O-])cc1
→ 12% | 2% | 5% | 0% | -4 | 3 | -3% | -23% | 0%
19: Cc1cc(Br)ccc1-n1[nH]c(C)c(C=Nc2cccc3nsnc23)c1=O
→ -11% | 0% | 3% | i | -6 | ? | 6% | 34%[activator] | 1%
20: CCN(CC)CCn1c2c(c(SCC(=O)NCc3ccccc3)nc1=O)CCCC2
→ 0% | -1% | -1% | i | 1 | 10 | 4% | -10% | 16%
21: CC1CCc2c(C(=O)Nc3nccs3)csc2C1 (stereo not given)
→ ? | ? | -13% | i | -5 | -17 | 0% | ? | 16%
22: Cc1cc(OC(=O)C(c2ccccc2)c2ccccc2)c([N+](=O)[O-])c(=O)[nH]1
→ 23% | 20% | 3% | i | 1 | 4 | -1% | -7% | 0%
23: CCCn1c(=O)c2sccc2n2c(CCCC(=O)N3CCN(c4cccc(Cl)c4)CC3)nnc12
→ 9% | nt | nt | i | 13 | nt | nt | 4% | 7%
24: COc1cc(/C=C/C(=O)O)ccc1OS(=O)(=O)c1ccc(C)cc1
→ -1% | 1% | 2% | i | 4 | 1 | 0% | -1% | -2%[9.22 µM]
25: Clc1ccc(OCCOCCN2CCc3ccccc3C2)c(Cl)c1
→ 11µM* | 0% | 8% | -16% | -33 | -74* | 11% | ? | -1%
26: Cc1ccc(S(=O)(=O)c2cnc(SCC(=O)Nc3ccccc3C(F)(F)F)[nH]c2=O)cc1C
→ 5% | 5% | 0% | i | -12 | nt | -6% | 5% | -19%
27: CCc1ccc(NC(=O)Cn2ccn(-c3cccc(Cl)c3)c(=O)c2=O)cc1
→ ? | 3% | 4% | i | -6&4 | ? | 5% | 2%&-2% | 9%&12%
28: COc1ccc(N=Nc2ccc(O)c(P(=O)(c3ccccc3)c3ccccc3)c2)cc1
→ 0% | 4% | 1% | -24% | -5 | 10 | -1% | -11% | -3%
29: O=C(c1ccoc1)N1CCC2(CC1)Oc1ccc(Cl)cc1C(=O)C21CC(c2cccnc2)=NO1 (stereo not given)
→ 17% | 0% | 5% | -9% | -1 | 33 | -5% | -5% | 13%
30: CCCN1C(=O)c2ccccc2NC1c1ccc(OC)c(CSc2ccccn2)c1 (stereo not given)
→ 13µM* | 0% | 0% | i | 3 | -7 | 17% | 5% | -13%

By substructure, those above containing a thiophene ring, fused or not.
The line under a structure holds: GLP-1R inv ag | KB-V1 cytotox | aSyn rescue | PTHR1 ag | DRD3 agonist | D3 antag | GLP-1R agonist | GLP1R cytotox | TDP43 rescue
21: CC1CCc2c(C(=O)Nc3nccs3)csc2C1 (stereo not given)
→ ? | ? | -13% | i | -5 | -17 | 0% | ? | 16%
23: CCCn1c(=O)c2sccc2n2c(CCCC(=O)N3CCN(c4cccc(Cl)c4)CC3)nnc12
→ 9% | nt | nt | i | 13 | nt | nt | 4% | 7%

Filtered by structure: the entries above with two or more sulfur atoms.
The line under a structure holds: GLP-1R inv ag | KB-V1 cytotox | aSyn rescue | PTHR1 ag | DRD3 agonist | D3 antag | GLP-1R agonist | GLP1R cytotox | TDP43 rescue
21: CC1CCc2c(C(=O)Nc3nccs3)csc2C1 (stereo not given)
→ ? | ? | -13% | i | -5 | -17 | 0% | ? | 16%
26: Cc1ccc(S(=O)(=O)c2cnc(SCC(=O)Nc3ccccc3C(F)(F)F)[nH]c2=O)cc1C
→ 5% | 5% | 0% | i | -12 | nt | -6% | 5% | -19%

(next part)
The line under a structure holds: GLP-1R inv ag | KB-V1 cytotox | aSyn rescue | PTHR1 ag | DRD3 agonist | D3 antag | GLP-1R agonist | GLP1R cytotox | TDP43 rescue
31: COc1ccc(-n2c(-c3cccc(F)c3)nc3c(cnn3-c3ccc(C)cc3)c2=O)cc1
→ -3% | ? | nt | -15% | 8 | nt | 1% | -1% | 19%
32: COc1cc(/C=C/c2ccc3cccc([N+](=O)[O-])c3n2)ccc1OCC(=O)O
→ 8% | 21% | 6% | -21% | -11 | -8 | -1% | -23% | 10%
33: N=C1c2ccccc2CN1NC(=O)c1cccc(S(=O)(=O)N2CCOCC2)c1
→ 21% | 0% | 9% | i | 0 | 10 | -6% | -13% | 14%
34: CCOC(=O)C1(CC2CCCCO2)CCN(S(=O)(=O)c2c(C)nn(C)c2C)CC1 (stereo not given)
→ 8% | 0% | 1% | i | -1 | 16 | 7% | 2% | 14%
35: O=C(Cc1ccccc1)NC1CCN(S(=O)(=O)c2ccc(C(=O)O)cc2)CC1
→ 0% | 11% | -3% | -1%[57.5 µM] | 7 | 22 | 1% | -5% | -11%
36: NC(=O)c1oc2ccc(Cl)cc2c1N
→ -28% | -1% | 1% | i | -6 | -27 | -11% | 0% | -10%
37: Nc1nc(SCC(=O)Nc2cc(Cl)c(Cl)cc2Cl)n[nH]1
→ 19% | 5% | 16% | -13% | 3 | 16 | 9% | -1% | 11%
38: CCOc1ccccc1CNC(=O)C1CCN(C(=O)N2CC(CC)Oc3ccc(C)cc32)CC1 (stereo not given)
→ ? | nt | nt | -36%[inhibitor] | -3 | nt | nt | -10% | -15%
39: Nc1cc(=O)[nH]c(SCC(=O)Nc2ccccc2-c2ccccc2)n1
→ 73%[activator] | -1% | -9% | -9% | -1 | 9 | 0% | -15% | 17%
40: CN1c2ccccc2Sc2cc(N)ccc21
→ ? | -9% | -39%[inhibitor] | i | 13 | -17 | 18% | -9% | -19%
41: COc1ccc(NS(=O)(=O)c2c(C)cc(C)cc2C)cn1
→ ? | 0% | 1% | -12% | 1 | -2 | 17% | 2% | -4%
42: COc1ccccc1N(CC(=O)N(CC(C)C)CC(C)C)S(=O)(=O)c1cccs1
→ ? | 22% | 8% | -25% | 0 | 1 | 11% | 4% | 9%
43: Clc1ccc(-c2c[n+](Cc3ccc(Br)cc3)c3n2CCCCC3)cc1
→ -30% | 0% | 0% | i | -5 | 7 | 0% | -24% | -13%
44: O=C(Nc1ccccc1Cl)[C@H](CSCc1ccccc1)N1Cc2ccccc2C1=O
→ ? | -31% | nt | i | -8 | nt | -9% | -3% | 19%
45: CCCn1c(SCC(=O)NCCc2ccccc2)nnc1-c1cccnc1
→ 9% | 0% | -16% | -1% | -3 | -8 | 1% | 3% | -22%
46: Cc1cccc(-c2cnn(-c3cccc([N+](=O)[O-])c3)c2N)c1
→ -15% | -30% | -5% | -18% | 7 | -8 | 8% | 3% | ?
47: O=C(Cn1cnc2c(nc3n2CCCCC3)c1=O)Nc1cccc(C(F)(F)F)c1
→ -13%&4% | 16%&8% | 0% | -1%&-27% | -5&2 | 1 | 4% | 2%&13% | 7%&8%
48: CCOC(=O)c1ccccc1NC(=O)Cn1c(=O)n(-c2cccc(C)c2)c(=O)c2c1c1cc(C)ccc1n2C
→ -1% | 10% | nt | i | 3 | nt | nt | 2% | 20%

Some of the compounds tested. The share of hits here may be higher or lower than overall.
